# Assay outcomes: PubChem BioAssay, Broad Institute
# RAD52 anneal inh = RAD52 DNA annealing inhibitors, primary screen, biochemical, FRET, single point, set 2 | actives 0.46% (n = 360,000) | recombinant RAD52 DNA annealing, FRET fluorescence | DNA repair protein RAD52 homolog (Homo sapiens), P43351 | inhibition, % at 18.7 µM;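 active = every replicate showing at least 50% inhibition; inconclusive = mean inhibition at least 50% but not in every replicate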
# Target sequence (P43351 whole entry, looked up): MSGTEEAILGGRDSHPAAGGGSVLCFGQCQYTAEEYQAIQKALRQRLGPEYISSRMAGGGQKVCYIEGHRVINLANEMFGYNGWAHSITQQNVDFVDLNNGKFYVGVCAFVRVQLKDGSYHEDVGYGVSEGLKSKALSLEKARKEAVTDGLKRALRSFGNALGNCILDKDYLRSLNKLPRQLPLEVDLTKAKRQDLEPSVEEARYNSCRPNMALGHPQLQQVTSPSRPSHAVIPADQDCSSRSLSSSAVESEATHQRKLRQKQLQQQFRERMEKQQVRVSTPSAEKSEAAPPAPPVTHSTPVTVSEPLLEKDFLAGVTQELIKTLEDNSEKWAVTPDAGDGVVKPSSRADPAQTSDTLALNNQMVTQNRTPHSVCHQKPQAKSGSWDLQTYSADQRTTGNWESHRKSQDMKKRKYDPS
# RAD54 inh = inhibitors of human RAD54 branch migration, primary screen, biochemical, fluorescence, single point; AID 602329, 2012; RAD54 Holliday junction branch migration, FAM/BHQ fluorescence; actives 0.14% (n = 360,000); inhibition, % at 10.4 µM;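 active = mean normalized replicate activity at least 40 and at least half of replicates scoring 40 or more; inconclusive = only one of the two criteria met; inactive = mean below 40 and under half of replicates reaching 40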;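 also: 0% = median of neutral control wells and 100% = median of positive control wells; inhibitors cause a drop in the FAM fluorescence signal; in these data hits start at about 50%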
# XiGFP reactiv = activators of inactive X chromosome reactivation, primary screen, imaging, XiGFP fibroblasts, GFP high-content imaging, set 2. XiGFP mouse fibroblasts, % GFP-positive cells imaging, 3 d; cells co-treated with 5-aza-dC sensitizer; scaled so ellipticine positive control = 100%. activation, % at 7.58 µM. actives 0.055% (n = 360,000);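 active = mean normalized replicate activation at least 10% and every replicate at or above 10%; inconclusive = only one of the two criteria met; inactive = mean below 10% and not all replicates reach 10%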;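 also: 0% = median of on-plate neutral control wells and 100% = ellipticine 6 µM median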
#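 Material: SV40-immortalized XiGFP fibroblast cells, line 68-5-11 | Buffer or medium: DMEM containing 5-aza-dC | Dosing: One concentration, pinned | Times: 3 d treatment, 15 min room-temperature fixation | Controls: Ellipticine 6 µM positive control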
# GSIS activator = GLuc luminescence reporter in INS-1E cells, primary screen for activators of glucose-dependent secretion of insulin. activation, % at 16.6 µM. actives 0.61% (n = 370,000). INS-1E GLuc reporter insulin secretion, 2-3 h;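 active = lowest replicate activation of at least 40%, so every replicate reaches that level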;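 also: 0% = median of neutral control wells and 100% = median of IBMX positive control wells; some compounds called inactive have numbers as strong as hits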
# ERAP1 HTS inh = human ERAP1 aminopeptidase inhibitors, primary screen, biochemical, single point, plate reader | Endoplasmic reticulum aminopeptidase 1 (Homo sapiens), Q9NZ08 | inhibition, % at 10.7 µM | recombinant ERAP1, Leu-AMC fluorescence, 60 min | actives 0.15% (n = 340,000);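 active = mean replicate inhibition of at least 30%, or all replicates individually reaching that 30% level; inactive = mean below 30% and not every replicate reaching it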;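 also: 0% = neutral control wells and 100% = L-leucinethiol positive control wells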
# esBAF inh = Bmi1 luciferase reporter increase in mESCs, primary screen, esBAF inhibitor project, mouse ES cells, Bmi1 luciferase knock-in, single point; actives 2% (n = 350,000); 24 h; 100% = twice the neutral-well signal; reporter increase, % at 12.5 µM; in the data active = activation above about 40%; inconclusive = no clear call, values can overlap the other calls;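 also: 0% = median of the plate's neutral control wells and 100% = double that signal; a rise in the Bmi1 reporter signal indicates esBAF inhibition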
# ARNT-TACC3 inh = disruptors of ARNT/TACC3 protein interaction, primary screen, biochemical, AlphaScreen, single concentration; AID 623870, 2012; actives 0.66% (n = 390,000); Transforming acidic coiled-coil-containing protein 3 (Homo sapiens), Q9Y6A5; AlphaScreen His-ARNT PAS-B/GST-TACC3 binding, luminescence; TACC3 fragment carries E629A point mutation; inhibition, % at 9.99 µM;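 active = mean inhibition of replicates at least 50% and at least half of replicates each reaching 50%; inconclusive = half or more replicates reach 50% but mean below 50%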;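 also: 0% = complete ARNT plus TACC3 wells and 100% = ARNT alone without TACC3; many hits fall short of the cut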
# F508del corr = F508del CFTR correction, initial screen, CFBE line, single point | activity (quench increase), % at 7.58 µM | CFBE cells, YFP halide quenching; stimulated with forskolin plus potentiator P3; % fluorescence drop versus neutral controls | actives 0.36% (n = 350,000);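 active = mean added fluorescence quench of at least 8% versus neutral control, with both replicates also reaching 8%; inconclusive = only one of the mean or replicate conditions met; inactive = mean below 8% and not both replicates reaching 8%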;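 also: cells transiently co-express mutant CFTR-F508del with the halide-sensitive YFP; corrector assay measuring rescue of mutant channel to the surface after 24 h compound exposure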
# Starred values were filed as active, the others as inactive; i = inactive; u = inconclusive; x = no result given. Compounds were not picked by outcome; any-hit rate near 3.3%.
compound	RAD52 anneal inh	RAD54 inh	XiGFP reactiv	GSIS activator	ERAP1 HTS inh	esBAF inh	ARNT-TACC3 inh	F508del corr
O=C(/C=C/c1cccs1)c1ccc(NC(=O)c2ccccc2F)cc1	-29.1	-6.3	0.1	12.8	4.7	12.9	-5.7	-0.2
CCOC(=O)C1CCCNC1=O (stereo unspecified)	-24.7	x	0.1	-16.9	5.4	-6.9	-7.2	1.9
CC(C)N(C(=O)[C@H]1C[C@H](CC(=O)NCc2cccc(C(F)(F)F)c2)C(=O)N2CCc3c([nH]c4ccc(Cl)cc34)[C@]12C)C(C)C	-18.1	-15.7	0.0	-31.8	x	9.1	-2.3	-2.7
COc1ccc(CN(C)C(=O)Cc2c[nH]c3ccccc23)cc1	-21.2	-9.1	0.0	-3.0	0.7	9.9	1.1	3.1
NC(N)=NN=Cc1ccnc2ccccc12	35.0	x	0.4	-3.7	-10.7	x	x	-0.2
CCOC(=O)C1(Cc2ccc(OC)cc2)CCN(C(=O)c2ccc3[nH]ccc3c2)CC1	-8.2	x	-0.1	-6.0	x	20.8	-5.7	6.3
N#C[C@H]1[C@H](c2ccc(C#Cc3ccc(F)cc3)cc2)[C@H](CO)N1C(=O)C1CCCC1	-0.3	8.7	0.0	0.5	0.2	28.8	-0.2	-3.8
COc1cc(Br)cc(CN2CCN(C/C=C/c3ccccc3)CC2)c1O	2.6	0.4	x	-48.3	4.2	-7.4	10.4	-0.9
C[C@H]1CN([C@@H](C)CO)C(=O)CCCn2cc(nn2)CO[C@H]1CN(C)C(=O)Nc1ccc2c(c1)OCO2	x	x	0.3	0.4	x	3.2	x	0.3
COc1ccc(S(=O)(=O)Nc2ccc3c(c2)C(=O)N([C@@H](C)CO)C[C@@H](C)[C@@H](CN(C)Cc2ccc(-c4ccccc4)cc2)O3)cc1	1.0	-0.5	-1.1	-8.1	4.7	-0.4	0.3	5.0
Cc1nc(NS(=O)(=O)c2ccccc2)sc1NC(=O)Nc1ccc(Cl)cc1	-26.5	7.1	-0.2	10.4	0.9	8.0	-3.5	-3.1
Cn1c(Oc2ccc(F)cc2F)c(C=O)c2ccccc21	-1.1	-9.3	0.3	-5.8	-0.5	1.4	-3.3	2.9
C=CCN1C(=O)C(CC(=O)NCC)SC1=Nc1cc(Cl)ccc1Cl (stereo unspecified)	-18.5	3.0	0.4	-0.8	0.8	-0.2	-0.1	1.3
O=[N+]([O-])c1ccc(-c2cn3c(n2)CCC3)cc1	-7.6	4.6	-0.1	8.2	6.5	x	2.4	-1.9
O=C([C@H]1[C@H](CO)[C@H]2Cn3c(ccc(C4=CCCCC4)c3=O)[C@@H]1N2Cc1nccs1)N1CCCCC1	-1.7	-4.5	0.1	4.1	0.2	1.6	1.2	x
Cc1ccccc1CN1CCN(CC(=O)NCc2ccccn2)C1=O	-14.8	4.1	-0.1	x	-7.2	-4.9	-1.9	-1.4
COc1cccc(CNCc2ccc3c(c2)OCO3)c1	-10.0	8.6	0.1	-5.6	-2.1	4.3	-17.0	-0.5
CN(C)C(=O)c1ccc(-c2ccc3c(c2)[C@@H]2[C@@H](CCN2C(=O)C2CC2)[C@@H](CO)N3C)cc1	-1.3	10.7	-0.1	12.0	2.1	-0.2	7.4	-4.8
C/C=C/c1ccc([C@H]2[C@@H](CO)N(C(=O)COC)[C@H]2CNC(=O)CC)cc1	-10.6	2.9	0.0	8.7	-0.2	2.2	-10.6	0.4
C[C@@H]1CN([C@H](C)CO)S(=O)(=O)c2ccc(C#CC(C)(C)O)cc2O[C@@H]1CN(C)C(=O)CN(C)C	10.0	-5.3	-0.8	10.6	-1.1	-3.2	-4.8	1.5
C/C(=N\NC(=S)Nc1ccc(F)cc1)C1CC1	1.3	-4.6	x	-1.5	3.2	1.5	22.4	1.0
CC1CCC(NC(=O)CCS(=O)(=O)c2ccc3c(c2)oc(=O)n3C)CC1 (stereo unspecified)	8.3	-8.9	0.0	-6.3	-0.2	9.2	-5.8	0.8
C[C@@H]1CCCCO[C@@H](CN(C)C(=O)Nc2ccccc2)[C@@H](C)CN([C@@H](C)CO)C(=O)c2cc(NC(=O)NC3CCCCC3)ccc2O1	22.1	-8.5	0.0	-22.7	-1.8	-1.4	-0.9	1.9
O=C(O)CCSc1ncnc2sc(-c3ccccc3)cc12	-30.7	-5.6	-0.2	2.9	0.2	-81.8	1.6	-3.8
COc1cccc(CN2CCN(c3ccc(F)cc3)C2=O)c1	17.3	x	0.1	-5.4	0.5	x	-22.5	-0.5
Cc1cc(C(=O)CCC(=O)N(C)CC(=O)Nc2ccccc2Br)c(C)s1	2.2	-13.0	0.3	-7.0	-2.9	0.7	-2.1	3.1
CC(C)NC(=O)N(C)C[C@H]1Oc2ccc(NS(=O)(=O)c3cccs3)cc2C(=O)N([C@@H](C)CO)C[C@H]1C	x	x	-1.5	7.5	x	2.8	x	-2.0
CCCCOc1ccc(C(=O)NCC(=O)N2CC(C)CC(C)C2)cc1 (stereo unspecified)	-7.6	-1.1	0.1	-10.0	0.5	-3.9	-7.8	0.0
CN(Cc1ccccc1)C(=O)c1ccc(NC(=O)Cc2ccc(NC(=O)C3CCN(C(=O)CCc4ccccc4)CC3)cc2)cc1	-13.4	3.4	0.0	-12.2	x	10.7	37.6	-2.1
C[C@H]1CN([C@@H](C)CO)C(=O)c2cc(C3=CCCCC3)cnc2O[C@H]1CN(C)S(=O)(=O)c1cn(C)cn1	x	x	0.0	7.9	x	12.8	x	-0.5

# Part of the list above in order of molecular weight, high to low:
compound	RAD52 anneal inh	RAD54 inh	XiGFP reactiv	GSIS activator	ERAP1 HTS inh	esBAF inh	ARNT-TACC3 inh	F508del corr
CC(C)N(C(=O)[C@H]1C[C@H](CC(=O)NCc2cccc(C(F)(F)F)c2)C(=O)N2CCc3c([nH]c4ccc(Cl)cc34)[C@]12C)C(C)C	-18.1	-15.7	0.0	-31.8	x	9.1	-2.3	-2.7
Cc1nc(NS(=O)(=O)c2ccccc2)sc1NC(=O)Nc1ccc(Cl)cc1	-26.5	7.1	-0.2	10.4	0.9	8.0	-3.5	-3.1
C=CCN1C(=O)C(CC(=O)NCC)SC1=Nc1cc(Cl)ccc1Cl (stereo unspecified)	-18.5	3.0	0.4	-0.8	0.8	-0.2	-0.1	1.3
Cc1ccccc1CN1CCN(CC(=O)NCc2ccccn2)C1=O	-14.8	4.1	-0.1	x	-7.2	-4.9	-1.9	-1.4

# (more compounds)
compound	RAD52 anneal inh	RAD54 inh	XiGFP reactiv	GSIS activator	ERAP1 HTS inh	esBAF inh	ARNT-TACC3 inh	F508del corr
O=C(Nc1ccc(N2CCCCC2)cc1)c1cc([N+](=O)[O-])cc([N+](=O)[O-])c1	4.0	-7.0	0.5	3.8	-7.3	6.2	x	-1.1
Cc1ccc(S(=O)(=O)N2CCN(C(=O)Cc3ccccc3)CC2)cc1C	-10.1	-2.8	0.0	-1.5	2.1	-1.9	x	0.9
COc1cccc(-c2ccc([C@H]3[C@@H](CO)N4CCCCN(C(=O)NC(C)C)C[C@@H]34)cc2)c1	-9.0	0.5	0.3	-10.6	x	x	2.7	-2.9
COC1(OC)C(=N/O)/C(=N\O)CCC1O (stereo unspecified)	-3.6	-11.0	x	2.3	6.9	0.6	-2.0	-1.0
CCCN1CNC(=S)N(CC2CCCO2)C1 (stereo unspecified)	0.3	5.0	0.2	x	-1.4	x	0.8	-0.4
COc1ccc(-c2ccccc2[C@H]2[C@@H](C#N)N(C(=O)C3CCCC3)[C@@H]2CO)cc1	12.7	x	0.3	-9.5	0.8	x	x	1.2
C=CCN1C[C@H](COC(=O)c2cccc(OC)c2)Oc2cccc(F)c2S1(=O)=O	-7.9	x	-0.2	25.9	-4.0	x	x	-1.9
COc1ccc([C@H](NC(=O)OC(C)(C)C)C(=O)OC(C)(C)C)cc1	-40.4	6.4	0.1	-1.2	-3.7	5.6	-7.7	1.0
COc1ccc(CCC(=O)NCc2cn3ccc(C)cc3n2)cc1	-27.5	9.7	-0.2	-0.5	3.7	11.5	-5.9	-1.7
O=S(=O)(NC1CCc2ccccc21)c1ccc(S(=O)(=O)N2CCCC2)cc1 (stereo unspecified)	-15.2	x	x	6.9	3.4	x	2.6	1.0
C[C@H]1CN([C@@H](C)CO)C(=O)c2cc(NS(=O)(=O)c3ccc(Cl)cc3)ccc2O[C@@H]1CN(C)S(=O)(=O)c1cccs1	-29.9	9.1	-0.1	-4.5	0.0	12.1	2.4	2.3
O=C(C[C@@H]1CC[C@H]2NC[C@H](O)COC[C@@H]2O1)NCCc1ccncc1	-2.2	7.3	0.0	-1.1	-3.9	-0.3	2.4	1.7
CN(C)C(=O)[C@@H]1[C@@H](CO)[C@@H]2Cn3c(cccc3=O)[C@@H]2N1C(=O)NC1CCCC1	-7.6	x	0.4	10.4	x	x	x	1.3
Cc1nn(C)cc1NC(=O)C[C@@H]1CC[C@H]2[C@H](COc3ccc(NC(=O)NC(C)C)cc3C(=O)N2C)O1	-0.7	0.7	0.2	14.8	-2.9	-0.7	-5.2	-2.7
O=C(NC1CCCCC1)N1CCN(c2ncccn2)CC1	x	-1.1	x	2.2	x	2.9	3.5	x
COc1cccc(-c2ncc3ccccc3c2COC(=O)c2ccc(C(F)(F)F)cc2)c1	-12.3	0.5	0.0	-0.3	3.5	-2.6	-5.0	-1.6
Cc1cccc(C(=O)NC(C(=O)Nc2ccc(S(=O)(=O)Nc3nccs3)cc2)C(C)C)c1 (stereo unspecified)	-213.2	-1.0	0.0	0.7	-6.1	-3.6	-0.4	-3.0
Cc1ccc(C(=O)Nc2cccc(S(=O)(=O)N3CCOCC3)c2)cc1[N+](=O)[O-]	-14.1	-2.3	x	-3.4	x	x	-5.8	-2.1
COCc1cc(C)nc(SCC(=O)Nc2cc3c(cc2C#N)OCO3)c1C#N	-6.8	-1.2	x	-4.6	1.8	2.1	0.2	x
COc1ccc(OC)c(CNC(=O)c2nn(C)c3c2CS(=O)(=O)c2ccccc2-3)c1	4.2	-10.6	0.0	16.4	-1.6	4.2	-13.1	-5.7
O=CNc1ccc2c(c1)Cc1cc([N+](=O)[O-])ccc1-2	-48.1	-0.5	u	-15.2	-6.3	15.9	-5.9	-2.1
Cn1c(=O)c(NC2CCCCC2)c2c3c(cccc31)C(=O)c1ccccc1-2	i	x	116.2*	1.1	-2.9	x	-45.1	16.0*
CCCCN(C(=O)C1CCN(C(=O)c2ccccc2C)CC1)c1c(N)n(CCC)c(=O)[nH]c1=O	-7.4	x	0.5	30.0	7.2	-8.2	x	-0.4
